A3A deaminase: blocks human APOBEC3A ssDNA deamination. 330,000 compounds, 0.41% hits. recombinant A3A, FAM/TAMRA ssDNA deamination fluorescence. P31941. inhibition, % at 20 µM;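 active means at least 40% inhibition at 20 µM here, with at most 30% in a related deaminase screen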;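 further: plate controls were A3A with DMSO for no effect and wells lacking A3A enzyme for full effect; some results filed as inactive read as strong as hits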
Target sequence (P31941 whole entry, looked up): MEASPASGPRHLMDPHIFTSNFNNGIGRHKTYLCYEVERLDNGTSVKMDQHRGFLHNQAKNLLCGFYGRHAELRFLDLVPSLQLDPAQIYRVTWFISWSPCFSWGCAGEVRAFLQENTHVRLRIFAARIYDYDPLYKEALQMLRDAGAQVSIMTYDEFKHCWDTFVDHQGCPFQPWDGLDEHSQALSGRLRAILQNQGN
ATG4B inh: blocks human ATG4B protease cleavage of LC3 substrate | Q9Y4P1 | ATG4B cleavage of LC3-PLA2, NBD-HPC fluorescence, 1 h | 340,000 compounds, 0.51% hits | inhibition, % at 8.33 µM | AID 504462; in the data active means inhibition above about 40%
Target sequence (Q9Y4P1 whole entry, looked up): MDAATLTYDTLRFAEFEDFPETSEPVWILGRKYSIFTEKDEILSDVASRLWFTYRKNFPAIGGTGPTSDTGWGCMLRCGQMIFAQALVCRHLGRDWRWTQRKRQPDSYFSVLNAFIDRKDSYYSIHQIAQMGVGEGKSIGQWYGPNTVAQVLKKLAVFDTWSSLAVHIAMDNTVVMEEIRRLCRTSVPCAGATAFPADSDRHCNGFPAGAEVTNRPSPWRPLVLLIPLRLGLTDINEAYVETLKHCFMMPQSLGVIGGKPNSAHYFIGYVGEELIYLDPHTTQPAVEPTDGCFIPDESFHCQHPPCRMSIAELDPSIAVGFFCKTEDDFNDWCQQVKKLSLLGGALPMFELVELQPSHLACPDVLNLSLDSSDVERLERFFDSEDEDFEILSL
MPTP inh: inhibitors of mitochondrial permeability transition pore. isolated mouse mitochondria, Ca2+ swelling absorbance, 30 min. inhibition, % at 10 µM. 360,000 compounds, 1.4% hits. AID 602449;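 active means inhibition of 50% or more, scaled per plate between neutral and stimulator controls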;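 further: 0% = DMSO wells given calcium and 100% = 1 mM EGTA wells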
MIN6 prolif: inducers of beta-cell replication in MIN6 cells; 330,000 compounds, 0.29% hits; proliferation, % at 10 µM; AID 2380; MIN6 cells proliferation, ATPlite luminescence, 48 h; cells starved in 0.2% serum; 100% = growth in 10% serum;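 active means compounds whose signal lies at least 3.5 SD above the mean of all wells on their plate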;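 further: 0% = DMSO-treated cells in low-serum medium and 100% = 10% serum control; some compounds called inactive have numbers as strong as hits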
A3G deaminase: APOBEC3G (human) deaminase inhibition | Q9HC16 | recombinant A3G, ssDNA deamination FAM/TAMRA fluorescence | inhibition, % at 20 µM | 330,000 compounds, 0.28% hits;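 active means inhibition of at least 40% at 20 µM, with no more than 30% in the related APOBEC3A deaminase screen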;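 further: plate controls were DMSO wells with A3G for no effect and wells lacking A3G enzyme for full effect; some compounds called inactive have numbers as strong as hits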
Target sequence (Q9HC16 whole entry, looked up): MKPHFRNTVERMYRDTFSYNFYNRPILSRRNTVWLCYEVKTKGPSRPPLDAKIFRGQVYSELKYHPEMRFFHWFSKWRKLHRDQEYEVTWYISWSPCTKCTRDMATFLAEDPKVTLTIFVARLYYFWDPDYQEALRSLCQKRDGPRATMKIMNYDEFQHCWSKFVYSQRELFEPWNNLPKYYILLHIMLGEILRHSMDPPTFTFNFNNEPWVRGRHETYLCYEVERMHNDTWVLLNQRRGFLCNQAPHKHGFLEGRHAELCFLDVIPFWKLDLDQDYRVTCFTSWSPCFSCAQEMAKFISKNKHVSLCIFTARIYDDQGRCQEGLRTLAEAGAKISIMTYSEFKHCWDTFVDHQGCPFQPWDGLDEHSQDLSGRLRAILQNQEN
hIAP block: blocks human intestinal alkaline phosphatase. 330,000 compounds, 0.12% hits. inhibition, % at 10 µM. AID 2544. P09923. purified IAP, CDP-Star luminescence, 30 min;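 active means inhibition reaching a set limit with compound at 10 µM in the primary screen, cut at about 35% in these data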;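 further: plate controls were DMSO wells with enzyme for no effect and no-enzyme buffer wells for full effect; values of inactives mirror those of a sister screen read the other way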
mIAP inh: blocks mouse intestinal alkaline phosphatase. purified mouse IAP, CDP-Star luminescence, 30 min. inhibition, % at 10 µM. 330,000 compounds, 0.2% hits;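 active means inhibition of at least 40% at 10 µM in the primary screen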;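 further: plate controls were DMSO with enzyme for no effect and no enzyme wells for full effect; values of inactives mirror those of a sister screen read the other way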
mIAP act: mouse IAP activation; activation factor at 10 µM; AID 2805; muIAP, CDP-Star luminescence, 30 min; hits give high values; 1 = vehicle-only enzyme signal, 0 = enzyme-free wells; 330,000 compounds, 0.24% hits;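 active means activation factor of at least 2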; further: the source names both 10 and 20 µM as test concentration; values of inactives mirror those of a sister screen read the other way
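Assay system: mouse IAP enzyme / Compound: DMSO-dissolved test compounds / Timing: 30 min, room temperature / Measured by: luminescence from enzymatic CDP-Star hydrolysis / Control set: DMSO-only wells, enzyme-free buffer wells as negative control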
hIAP act: human IAP activation | P09923 | purified human IAP, CDP-Star luminescence, 30 min; hits give high values; 1 = vehicle-only enzyme, 0 = enzyme-free background | activation factor at 10 µM | 330,000 compounds, 0.16% hits;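 active means activation factor of the enzyme at least 2-fold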; further: the source names both 10 and 20 µM as test concentration; values of inactives mirror those of a sister screen read the other way
* hit, by the source's call; . = no result given.

smiles	A3A deaminase	ATG4B inh	MPTP inh	MIN6 prolif	A3G deaminase	hIAP block	mIAP inh	mIAP act	hIAP act
COc1ccc(/C=C/C(=O)NCC(=O)N=Nc2c(O)[nH]c3ccc([N+](=O)[O-])cc23)cc1	-3	-8	-0.9	0	-10	-53	14	0.86	1.5
CCOc1ccc(NC(=O)C(CC(=O)O)Cc2ccccc2)cc1 (stereo not given)	3	-4	-0.7	-1	0	11	-6	1.1	0.89
Nc1ncnc2c1ncn2[C@@H]1O[C@H](CNCc2c(OCc3ccccc3F)ccc3ccccc23)[C@@H](O)[C@H]1O	0	.	-1.0	0	-4	-24	-8	1.1	1.2
CC(O)c1nc2ccccc2n1C(C)c1ccccc1 (stereo not given)	-7	-5	1.3	-2	4	0	4	0.96	1
Nc1nnc(-c2ccncc2)s1	-3	17	-1.5	0	-7	17	-3	1	0.83
COC(=O)C(C)n1nc(C)n(-c2ccc(C)cc2)c1=O (stereo not given)	2	-3	0.1	-2	-4	-3	6	0.94	1
CCCCC(=O)N(c1ccc(C(=O)O)cc1)c1nc(-c2ccc(Cl)cc2)c(CC)s1	-2	1	2.8	-7	-10	6	8	0.92	0.94
COc1ccc(CCNC(=O)c2cn(C)c3ccc(S(=O)(=O)N4CCOCC4)cc3c2=O)cc1OC	3	10	-1.3	3	1	-10	-2	1	1.1
COc1ccc(CN2C(=O)c3ccccc3C(/C=N/OCc3ccc(Cl)cc3)C2=O)cc1 (stereo not given)	-3	28	0.0	-5	-5	-3	4	0.96	1
O=C1Nc2ccccc2N(O)N1c1cc(-c2cccc(Cl)c2)no1	2	-9	-1.4	-2	-1	4	0	1	0.96
CCOC(=O)N1CCN(C(=O)CN(C)S(=O)(=O)c2ccc3c(c2)C(C)(C)C(=O)N3C)CC1	3	-12	-0.1	-3	1	-6	7	0.93	1.1
COc1cccc2[nH]c(C(=O)NC(C)c3ccccc3)cc12 (stereo not given)	-5	-4	-0.6	-2	-10	2	-18	1.2	0.98
COc1ccc(NC(=O)Nc2ccccc2C(N)=O)cc1	-3	-8	-0.1	3	-5	18	2	0.98	0.82
Cc1ccccc1C(=O)OC1CCN(C)CC1	-3	-4	0.0	-1	-9	18	5	0.95	0.82
CCN1CCc2c(C#N)c(N3CCCCC3)nc(N3CCOCC3)c2C1	-6	-5	0.2	1	-8	-10	6	0.94	1.1
Cc1cccc(CN2CCSCC2)c1	-5	-2	1.6	-3	-6	9	0	1	0.91
C=CCc1cccc(OC)c1OCCOCCn1ccnc1	-1	0	-1.1	1	-2	-21	8	0.92	1.2
c1ccc(CN2CCN(Cc3nnc(-c4ccccc4)o3)CC2)cc1	2	0	-2.3	4	-10	-6	3	0.97	1.1
CCn1c(CCc2ccccc2)nc2ccccc21	-3	-1	-0.9	-4	-5	-21	-13	1.1	1.2
Cc1ccc(S(=O)(=O)Nc2ccccc2)cc1C(=O)N1CCCC1	0	4	0.8	5	-2	-15	1	0.99	1.2
CCN(CC)c1ccc(/C=c2/sc3nnc(-c4ccccc4C)n3c2=O)cc1	-3	-3	4.1	-3	-3	-28	27	0.73	1.3
NC1=NC(=O)/C(=C/C=C/c2cccs2)S1	-1	0	2.3	-2	-3	12	12	0.88	0.88
CCc1c(C)sc(NC(=O)c2cccs2)c1C(N)=O	1	-12	-0.6	-3	38	9	-4	1	0.91
Cc1cccc(N2C(=O)SC(N(C)c3ccccc3)C2=O)c1 (stereo not given)	-4	-3	-4.9	-4	3	-10	5	0.95	1.1
O=C(Nc1ccccc1)Nc1ccc2snnc2c1	-2	-10	101*	-1	-5	9	-30	1.3	0.91
CCC(Sc1nc2cc(OC)c(OC)cc2c(=O)n1Cc1ccco1)C(=O)NCCOC (stereo not given)	1	-18	2.4	0	-2	3	-2	1	0.97
CN(C)CCCn1c(N)c(S(=O)(=O)c2ccccc2)c2nc3ccccc3nc21	2	-8	-0.5	-1	-5	0	9	0.91	1
CCOC(=O)C1CCCN(Cc2ccc(OC)cc2OC)C1 (stereo not given)	1	-2	1.1	3	-1	-16	-7	1.1	1.2
COc1ccc(CNC(=O)C2CCC(=O)N(CCCN3CCCC3=O)C2)cc1 (stereo not given)	-4	25	0.3	1	-4	7	5	0.95	0.93
CCCCn1nc(C(=O)Nc2ccc(S(=O)(=O)Nc3ncccn3)cc2)c2ccccc2c1=O	2	-17	-1.9	-3	-8	1	15	0.85	0.99
O=C(NCc1ccccc1Cl)NC(=O)c1ccccc1	3	-9	2.8	-2	-11	-21	-12	1.1	1.2
O=C(O)CCCCCNC(=O)/C(=C\c1ccco1)NC(=O)c1ccco1	2	3	0.5	-1	-4	6	8	0.92	0.94
Cc1c(/C=C/C(=O)c2ccccc2O)cnn1C	1	-7	-1.8	0	-3	4	0	1	0.95
O=S(=O)(Nc1nc2ccccc2s1)c1cnc(Cl)c(Br)c1	3	3	90*	-6	1	4	13	0.87	0.96
C[C@H]1CN=C(Nc2ccccc2)N1CCC1CCCCC1	0	0	0.4	0	-5	4	-7	1.1	0.96
O=C(NC1CCCC1)c1ccc(Br)c(S(=O)(=O)N2CCCCC2)c1	2	-5	-0.4	-2	-2	2	0	1	0.98
CC(Oc1ccc2ccc(=O)oc2c1)C(=O)NC1CCN(Cc2ccccc2)CC1 (stereo not given)	1	6	-0.4	0	3	-27	-3	1	1.3
CCc1cccc(C)c1NC(=S)NCc1ccc2c(c1)cc(C)n2C	-3	13	25	-7	40*	18	9	0.91	0.81
CCOc1ccc(OCCC(=O)NNC(=O)c2cc(C)oc2C)cc1	12	-7	-0.8	1	-7	-4	11	0.89	1
CN(CC(O)COc1ccc(OCC(O)CN(C)C2CCCCC2)cc1)C1CCCCC1 (stereo not given)	3	4	9.6	-4	3	-14	9	0.91	1.1
CCCc1cc2c(-c3ccccc3)cc(=O)oc2cc1OCc1ccc(C(=O)O)o1	1	20	-0.2	-2	-4	9	15	0.85	0.91
O=C(CC1CCCC1)N1CCN(S(=O)(=O)c2ccc(F)cc2)CC1	-5	-3	-1.4	-7	-1	-12	-12	1.1	1.1
COC(=O)CCC(=O)OC1(C)C(=O)C2=CN(C(CO)CO)C(c3ccc(OC)cc3)=CC2=C(Br)C1=O (stereo not given)	-2	.	.	-2	-10	7	4	0.95	0.93
COc1ccc(S(=O)(=O)N2CCCCCC2)cc1C(=O)N(C)Cc1ccccc1F	-3	0	-1.5	3	-12	1	2	0.98	0.99
O=C1c2ccccc2C(=O)N1CCCCN(C(=O)c1ccco1)c1ccc(Cl)cc1	0	35	-4.9	3	-3	0	-4	1	1
COc1ccc(C)cc1NC(=O)c1cccc(C(=O)Nc2cc(C)ccc2OC)n1	0	8	-0.8	11	3	15	8	0.92	0.85
O=C(NC1CCCCC1)C(c1ccccc1)N1CCc2ccccc21 (stereo not given)	-3	-10	-1.1	0	-1	0	-16	1.2	1
O=C(O)c1nccnc1C(=O)Nc1ccccc1-c1ccccc1	-2	-4	0.5	-3	0	-17	-7	1.1	1.2
COC(=O)C(C)Sc1ccc2nnc(-c3ccccc3)n2n1 (stereo not given)	-7	1	0.4	-2	-14	2	8	0.92	0.98
COc1ccc(C(=O)NNC(=O)c2ccc(S(=O)(=O)N3CC(C)OC(C)C3)cc2)cc1 (stereo not given)	1	-16	0.4	0	-6	-22	-5	1	1.2
COc1ccc(OC)c(NC(=O)CSCC(=O)O)c1	0	-13	1.1	-4	-5	-3	2	0.98	1
COc1cc(/C=C(\C#N)c2ccccn2)ccc1OCC(=O)Nc1ccc(Br)cc1	-3	-9	1.4	-6	-6	-4	-9	1.1	1
Cc1ccc(Cl)cc1NC(=O)CN1CCN(S(=O)(=O)N2CCC(C)CC2)CC1	-4	-2	0.5	-3	-4	3	7	0.93	0.97
COc1ccccc1C(CC(=O)O)NS(=O)(=O)c1ccc2c(c1)N(C(C)=O)CC(C)O2 (stereo not given)	-3	6	-1.3	2	-5	3	-2	1	0.97
O=C1CC(N2CCN(c3ccccc3)CC2)C(=O)N1c1cccc(Br)c1 (stereo not given)	-6	-9	1.3	-1	-3	-8	-11	1.1	1.1
Oc1ccc(C=Nc2cccc3ccccc23)c(O)c1	3	2	1.5	-5	16	4	6	0.94	0.96
CCOC(=O)CNC(=O)c1ccc2[nH]c3ccccc3c2c1	1	-8	1.5	-2	-2	-4	-9	1.1	1
Cc1cccc(C)c1NC(=S)N(CCCN1CCCCC1)Cc1ccco1	1	-5	0.8	5	-1	-10	0	1	1.1
CCOC(=O)c1cn[nH]c1N	0	10	-1.5	1	0	11	3	0.97	0.89
Cc1c(Cl)cccc1NC(=O)CCNC(=O)N1CC(=O)Nc2ccccc21	-3	-2	-2.1	-1	-7	-16	-9	1.1	1.2

Further entries
smiles	A3A deaminase	ATG4B inh	MPTP inh	MIN6 prolif	A3G deaminase	hIAP block	mIAP inh	mIAP act	hIAP act
CC(=O)NC1C(=O)N=C(SCC(=O)NC2CCCCC2)NC1=O (stereo not given)	-3	5	-0.9	-1	-4	-13	6	0.94	1.1
COC(=O)c1ccccc1NC(=O)c1cc([N+](=O)[O-])nn1Cc1ccccc1	1	12	1.6	-2	1	6	-8	1.1	0.94
Cc1cccc(OCC(=O)NC(=S)NNC(=O)c2ccncc2)c1	-9	-8	-2.0	-1	40	-10	18	0.82	1.1
CCOc1ccc2nc(NC(=O)c3cnc(C)cn3)sc2c1	4	6	-3.6	0	-4	-35	5	0.95	1.3
O=C(NNC(=S)Nc1ccc(Br)cc1Cl)c1ccncc1	-3	7	49	0	-5	-20	20	0.8	1.2
COC(=O)C1=CN(C)C=C(C(=O)OC)C1c1ccc(O)c(OC)c1	-3	-1	3.8	-2	-11	12	3	0.97	0.88
Cc1ccc(/C=N/NC(=O)Cc2cccn2C)s1	-3	0	1.2	-1	-8	7	6	0.94	0.93
CC1=CC(=C(C#N)C#N)C=C(C)N1Cc1ccc(Cl)cc1	-3	0	-1.2	2	-6	11	6	0.94	0.89
O=C(COc1ccc2c(c1)oc(=O)c1ccccc12)NC(Cc1ccc(Cl)cc1)C(=O)O (stereo not given)	1	-33	1.1	1	14	-3	-4	1	1
COc1ccc2c(c1)OC[C@H]1[C@H]2N2C(=O)c3cc(OC)ccc3NC(=O)[C@@]2(C)[C@H]1c1ccccc1	-4	-10	-0.4	-8	-7	17	2	0.98	0.83
O=C(O)c1ccc(NS(=O)(=O)c2ccc(C(=O)Nc3ccccc3)cc2)cc1	0	2	-0.2	-2	2	2	-3	1	0.98
CCOc1ccc(OCCC(=O)NNC(=O)c2ccncc2)cc1	-1	-6	-0.4	-2	-4	9	-5	1.1	0.91

Entries above with a cyano group, in the order listed:
smiles	A3A deaminase	ATG4B inh	MPTP inh	MIN6 prolif	A3G deaminase	hIAP block	mIAP inh	mIAP act	hIAP act
CCN1CCc2c(C#N)c(N3CCCCC3)nc(N3CCOCC3)c2C1	-6	-5	0.2	1	-8	-10	6	0.94	1.1
COc1cc(/C=C(\C#N)c2ccccn2)ccc1OCC(=O)Nc1ccc(Br)cc1	-3	-9	1.4	-6	-6	-4	-9	1.1	1
CC1=CC(=C(C#N)C#N)C=C(C)N1Cc1ccc(Cl)cc1	-3	0	-1.2	2	-6	11	6	0.94	0.89
